Source: PubChem (National Center for Advancing Translational Sciences (NCATS))
HEK293 tox = cytotoxicity in counter-screen for GLP-1R inverse agonists | HEK293 cAMP-luciferase reporter cells, luminescence, 24 h | AID 624418 | Potency, µM (doses to about 38.3 µM), without a hit: at the top dose activity change, negative = inhibition, most hits filed as inhibitors | 410,000 tested, 0.13% active;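 note: loss of luciferase light is scored as toxicity; potency is the fitted concentration of half-maximal effect; % is set by controls: 0 for no effect and ±100 for the full control effect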
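Quantitative HTS format, 1536 wells, 200 cells/uL seeded. Compounds: 23 nL, 24 h, 37 °C. Detection: luciferase reagent, luminescence at 12 min RT; decreased signal taken as cytotoxic.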
Akt phos inh = blocks phosphorylation of Akt. 360,000 tested, 0.32% active. AID 651550. Neuro2A IGF-stimulated pAkt S473 HTRF, 20 min; active compounds read low. activity change, % for hits at 50 µM; in the data active = activity change below about -80%; inconclusive = mostly about -51% to -80%; note: % is set by controls: 0 for no effect and ±100 for the full control effect
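Single-point screen (50 µM final compound) in Neuro2A cells stimulated 20 min with 6 nM IGF at 37 deg C. After lysis, Ser473-phosphorylated Akt read by HTRF (ex 330 nm, em 615/665 nm) as the 665/615 ratio.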
GLP1R inv ag = acts as inverse agonist at human GLP-1 receptor; P43220; Potency, µM (highest dose often 38.3 µM), inactives show at the top dose activity change, negative = inhibition, usual class: inhibitors; 410,000 tested, 1.6% active; AID 624417; HEK293 GLP-1R CRE-luciferase, luminescence, 24 h; GLP-1R form is constitutively active; note: potency is the fitted concentration of half-maximal effect; % is set by controls: 0 for no effect and ±100 for the full control effect; nearly all actives have a fitted effect of over 55% in size
Target sequence (P43220 whole entry, looked up): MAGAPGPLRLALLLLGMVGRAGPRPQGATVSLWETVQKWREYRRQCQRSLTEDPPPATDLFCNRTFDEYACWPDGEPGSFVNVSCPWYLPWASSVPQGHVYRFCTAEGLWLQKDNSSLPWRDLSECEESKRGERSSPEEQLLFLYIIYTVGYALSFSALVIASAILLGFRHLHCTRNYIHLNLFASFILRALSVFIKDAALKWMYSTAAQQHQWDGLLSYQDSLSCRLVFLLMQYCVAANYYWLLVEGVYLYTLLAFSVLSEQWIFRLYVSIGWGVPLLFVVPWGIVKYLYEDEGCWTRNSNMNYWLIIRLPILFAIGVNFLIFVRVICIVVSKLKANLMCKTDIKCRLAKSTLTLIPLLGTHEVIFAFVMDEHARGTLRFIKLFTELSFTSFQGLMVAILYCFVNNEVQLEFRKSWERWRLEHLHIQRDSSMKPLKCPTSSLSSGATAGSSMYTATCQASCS
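Cells are plated, allowed 12 hours at 37 deg C, then treated with compounds for 24 hr before luciferase detection reagent is added and luminescence is read after 12 min at room temperature. The HEK293 line carries constitutively active GLP-1R with a cAMP-responsive reporter.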
aSyn yeast inh = alpha-synuclein toxicity inhibition in yeast. 370,000 tested, 0.14% active. Yeast expressing alpha-synuclein, growth rescue, BacTiter-Glo, 24 h. Potency, µM (titrated, usually from 46.1 µM), for inactives: at the top dose growth rescue (activation), actives largely listed as activators; note: potency is the fitted concentration of half-maximal effect; % of control where 0% means no effect; nearly all actives have a fitted effect of over 65% in size
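Rescue of yeast growth: cells expressing toxic alpha-synuclein, induced in galactose at OD600 0.02, incubated with compound 24 h at 30 C. ATP luminescence quantified growth; inhibitors of toxicity appear as activators.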
PTHR1 agonist = PTHR1 (human) receptor agonism. 410,000 tested, 0.075% active. Potency, µM (doses to about 115 µM), inactives show top-dose activation, actives largely listed as activators. Q03431. HEK293 GP2 PTHR1 cells, GloSensor cAMP luminescence, 1 h; note: potency is the fitted concentration of half-maximal effect; nearly all actives have a fitted effect of over 55% in size; some results filed as inactive show a strong effect at the top dose; inactives centre near -15; many of its hits are not listed in these tables
Target sequence (Q03431 whole entry, looked up): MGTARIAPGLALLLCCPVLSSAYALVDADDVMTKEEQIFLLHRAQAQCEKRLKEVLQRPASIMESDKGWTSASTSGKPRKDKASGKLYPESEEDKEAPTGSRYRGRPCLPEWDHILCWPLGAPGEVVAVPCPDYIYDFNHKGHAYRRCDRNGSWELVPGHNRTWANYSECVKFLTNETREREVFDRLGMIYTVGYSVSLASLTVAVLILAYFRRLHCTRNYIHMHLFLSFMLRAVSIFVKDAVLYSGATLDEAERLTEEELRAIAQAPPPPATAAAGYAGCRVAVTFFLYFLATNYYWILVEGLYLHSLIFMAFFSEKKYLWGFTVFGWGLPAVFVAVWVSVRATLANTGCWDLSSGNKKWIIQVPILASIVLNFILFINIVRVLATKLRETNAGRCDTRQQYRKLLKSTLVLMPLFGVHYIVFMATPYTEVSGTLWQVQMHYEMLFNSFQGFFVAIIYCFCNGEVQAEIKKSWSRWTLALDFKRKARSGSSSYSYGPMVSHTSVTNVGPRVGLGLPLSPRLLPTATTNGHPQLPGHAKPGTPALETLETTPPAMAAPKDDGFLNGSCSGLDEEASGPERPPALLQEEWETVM
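HEK-293-derived GP2 cells expressing PTHR1 and a GloSensor cAMP reporter, 3,000/well, plated overnight, given luciferin plus IBMX (each 0.5 mM as added) for 1 h at 37 °C, then compound for 1 h at 37 °C. Luminescence was read after 15 min at room temperature.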
FUS suppressor = suppressors of FUS proteinopathy in yeast. Potency, µM (doses to about 76.6 µM), inactives show at the top dose growth rescue (activation), most hits filed as activators. S. cerevisiae FUS-expressing, growth rescue, OD600, 24 h. AID 1347120. 390,000 tested, 0.24% active;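 note: potency is the fitted concentration of half-maximal effect; plate controls were DMSO vehicle for no effect and reference control for full effect; nearly all actives have a fitted effect of over 55% in size; some results filed as inactive show a strong effect at the top dose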
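Read-out: OD at 600 nm after 24hr at 30C, reporting rescue of FUS-induced yeast toxicity. Cells at OD 0.005 in galactose (2%) minimal medium; compounds tested in a dilution series; CP55940 titration from 92uM final as control.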
Mm-Cpn inhibitor = M. maripaludis TRiC chaperonin inhibition | purified Mm-Cpn ATPase, ADP Transcreener TR-FRET | Potency, µM (titrated, usually from 76.9 µM), for the others: at the top dose activity, negative = inhibition, actives largely listed as inhibitors | 330,000 tested, 0.031% active | AID 504842; note: potency is the fitted concentration of half-maximal effect; % is set by controls: 0 for no effect and ±100 for the full control effect; nearly all actives have a fitted effect of over 80% in size
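ATP (10 uM final) was added to archaeal chaperonin (25 nM final) after 10 min exposure to test compound at 37°C; after 30 min further incubation, ADP was detected by competitive TR-FRET.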
TDP-43 yeast inh = rescues yeast growth from TDP-43 toxicity. TDP-43 expressing yeast growth rescue, BacTiter-Glo, 24 h. Potency, µM (titrated, usually from 46.1 µM), without a hit: top-dose growth rescue (activation), usual class: activators. 410,000 tested, 1.8% active. AID 652104; note: potency is the fitted concentration of half-maximal effect; % of control where 0% means no effect; nearly all actives have a fitted effect of over 50% in size
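Galactose-induced TDP-43 yeast, OD600=0.02, compound pinned; 24 hr, 30 deg C; BacTiter-Glo luminescence for growth. Inhibitors of TDP-43 toxicity read as activators.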
Abeta rescue = compounds reversing amyloid beta toxicity in yeast. yeast expressing A-beta42, growth rescue, OD600, 48 h; response scale: 0% DMSO, 100% iron-clioquinol control. Potency, µM (series often up to 46.1 µM), inactives show at the highest dose growth rescue, usual class: activators. 410,000 tested, 0.063% active; note: potency is the fitted concentration of half-maximal effect; nearly all actives have a fitted effect of over 55% in size
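Yeast A-beta toxicity model in growth medium with pinned compounds, 48 h at 30 C; growth read as absorbance at 600 nm. Normalized to FeCl3/clioquinol equimolar mix (positive) and DMSO (negative).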
Active calls of the source: *; i = inactive; u = inconclusive; x = no result given; & = joins results of further samples; [ ] = another dose, or the depositor's remark. Unless noted, calls come from the whole dose curve; as a rule, active = well fitted curve in the direction sought with a large enough effect; inconclusive = small, poorly fitted or top-dose-only effect, or another doubt; inactive = no such curve, though single readings can be large; an effect the other way counts as inactive or inconclusive. A portion of the library; the hit share may differ from the screen's.

Each structure is followed by: HEK293 tox	Akt phos inh	GLP1R inv ag	aSyn yeast inh	PTHR1 agonist	FUS suppressor	Mm-Cpn inhibitor	TDP-43 yeast inh	Abeta rescue
CC1CCC(NC(=O)Cn2ncc3c4ccccc4n(Cc4ccc(Cl)cc4)c3c2=O)CC1 (stereo unspecified)
→ 7%	x	11%	x	-6%	-6%	x	7%[9.22 µM]	-13%
Cc1cccn2c(=O)c3cc(C(=O)NCc4ccccc4Cl)sc3nc12
→ 19%	x	0%	x	-36%[inhibitor]	-23%	x	17%	1%
O=C(O)c1ccc2ncc(NC(=O)c3ccc(F)cc3)c(=O)n2c1
→ 3%	i	-2%	-7%	-8%	-2%	-2%	8%	9%
COC(=O)c1ccc(CNC(=O)c2sccc2-c2ccccc2)cc1
→ 16%	i	-24%	-7%	-56%[inhibitor]	-2%	x	u	9%
Cc1ccc(C(=O)COC(=O)c2ccc(Cl)c(N)c2)s1
→ -19%	i	7%	-1%	-35%[inhibitor]	x	-4%	20%	-12%
C/C(=N\Nc1ccccn1)c1ccc(Br)s1
→ u	i	u	5%	u	3%	x	19%	u
CCOC(=O)c1ccc(N2C(=O)CC(NC3CCN(C(=O)c4cccc(Cl)c4)CC3)C2=O)cc1 (stereo unspecified)
→ 4%	i	-12%	9%	-29%	x	-1%	29%	5%
O=C(NCCOc1ccccc1Cl)C(=O)c1c[nH]c2ccccc12
→ -11%[7.66 µM]	i	-1%[7.66 µM]	1%	-28%	16%	1%	11µM*	43%
CN(Cc1ccccc1)C(=O)COC(=O)c1ccc(Br)o1
→ 4%	i	-9%	2%	-1%	-12%	0%	u	u
COc1ccccc1CNC(=O)C1CCC(CNS(=O)(=O)c2cccc3cccnc23)CC1 (stereo unspecified)
→ 8%	i	35%[activator]	4%	i	-15%	-2%	2%	-18%
c1cncc(-c2cccnc2)c1
→ -10%	i	-2%	-2%	i	-49%	-2%	15%	8%
COCc1ccc(-c2c(-c3ccc(OC)cc3)oc(=O)c3cc(OC)c(OC)cc23)cc1
→ -13%	i	u	5%	-51%[inhibitor]	u	1%	29%	-5%
O=P(Cc1cc[n+]([O-])cc1)(c1ccccc1)c1ccccc1
→ 27%	x	14%	1%	i	-13%	-8%	-11%	-3%
COc1ccc2[nH]c(C(=O)N3CCN(c4ccccc4F)CC3)c(C)c2c1
→ 6%	i	u	1%	i	-19%	-6%	16µM*	15%
Cc1sc2nc(SCC(N)=O)n(C)c(=O)c2c1C
→ 25%	i	29%	-6%	-18%[57.5 µM]	-12%	-5%	-23%	10%
COc1cc(/C=C/C(=O)OCC(=O)Nc2cc(C)c(C)cc2[N+](=O)[O-])ccc1O
→ 6%	i	0%	1%	i	-11%	3%	9%	-49%[inhibitor]
C/C(=N/NC(=O)c1nnn(-c2nonc2N)c1-c1ccccc1)c1ccncc1
→ -12%	i	-6%	0%	i	15%	2%	-4%	12%
CC(C)c1nc(Cl)c(C#N)c2c1CCC2
→ -11%	i	7%	6%	-23%	-32%	1%	11%	4%
CCOc1cc(C)c(Cl)cc1S(=O)(=O)NCC1CCCO1 (stereo unspecified)
→ -5%	i	0%	1%	-10%	-5%	0%	-11%	-8%
CCCCCOC(=O)Cn1c(SCC(=O)Nc2ccccc2)nc2c1c(=O)[nH]c(=O)n2C
→ u	x	u	8%	-12%[57.5 µM]	17%	-2%	3%	-1%
Clc1ccc(CSC2=NCCCN2)cc1Cl
→ -25%	i	8.9µM*	-3%	-3%[57.5 µM]	1%	0%	-4%	-6%
COC(=O)[C@H](C)[C@H]1C[C@]1(C)[C@H](NC(=O)OCc1ccccc1)c1ccccc1
→ -18%	i	u	-9%	i	37%	0%	21%	0%
COc1ccc(C(=O)NCCc2nnc3ccc(SCC(=O)N4CCCC4)nn23)cc1
→ -9%	i	-8%	3%	-21%	7%	0%	9%	-7%
CC1(C)Nc2ccccc2N(CCC(=O)N2CCOCC2)C1=O
→ -2%	i	7%	5%	-40%[inhibitor][57.5 µM]	-10%	1%	11%	11%
N/C(=N\N=C\c1ccc(Br)o1)c1nonc1N
→ 2%	i	2%	-5%	-23%	7%	-2%	14%	-4%
COCc1cc(C)n(CC(=O)Nc2ccccc2C(=O)OC)c(=O)c1C#N
→ -10%	i	1%	-11%	i	0%	-8%	5%	15%
Cc1nn(C)c(C(=O)N/N=C/c2cccc(Oc3ccccc3)c2)c1Br
→ 8%	i	u	8%	i	11%	2%	4.5µM*	44%
Cc1ccc(CCNC(=O)C2CCCN(c3ncnc4c3nc3n4CCCCC3)C2)cc1 (stereo unspecified)
→ 6%	i	-13%	-7%	i	-18%	0%	7%	2%
CCOC(=O)C1CCN(C(=O)COC(=O)/C=C/c2ccc([N+](=O)[O-])cc2)CC1
→ 1%	i	-20%	-12%	-20%	11%	-1%	17%	2%
COCCNC(=O)Cn1nc(-c2ccc(C)cc2)c2ccccc2c1=O
→ 7%&0%	i	-4%&7%	-2%	i	2%&-1%	-4%	5%&0%	-7%&-2%

New compounds follow.
Each structure is followed by: HEK293 tox	Akt phos inh	GLP1R inv ag	aSyn yeast inh	PTHR1 agonist	FUS suppressor	Mm-Cpn inhibitor	TDP-43 yeast inh	Abeta rescue
CCC(Sc1nnc(-c2ccc(OC)c(OC)c2)c(-c2ccc(OC)c(OC)c2)n1)C(=O)NC1CCCC1 (stereo unspecified)
→ -11%	x	-10%	x	i	u	x	5%	3%
CCN(CC)CCCN1CC(=O)N2[C@@H](Cc3c([nH]c4ccccc34)C2(C)C)C1=O
→ -6%	i	-19%	7%	-30%	-1%	2%	-9%	-2%
Cc1nc2c(Cl)cc(Cl)cc2[nH]1
→ -9%	i	-12%	-29%	-57%[inhibitor][57.5 µM]	7%	2%	-1%	-76%[inhibitor]
CC1CCN(c2nnc(-c3ccccc3)c3ccccc23)CC1
→ -2%[7.66 µM]	i	1%[7.66 µM]	-2%	i	10%	-1%	-10%[9.22 µM]	-16%
COc1cccc(N2C(=O)C(CC(=O)Nc3ccc(Cl)cc3)N(Cc3ccc4c(c3)OCO4)C2=O)c1 (stereo unspecified)
→ -3%	x	u	x	-19%	u	x	1%	0%
CCC(C)NCC(O)COCc1ccc(Cl)cc1 (stereo unspecified)
→ 13%	i	u	-3%	i	-19%	-1%	7%	0%
Cc1ccc(NC(=O)C2CCN(C(=O)NC3CCCCC3)CC2)cc1
→ -11%	i	-21%	0%	-2%[57.5 µM]	11%	-1%	3%	-12%
Cc1ccc(SCCNC(=S)Nc2ccc(C)cc2C)cc1
→ -30%	i	u	-4%	-9%	26%	1%	25%	u
C/C(CC1CC(COCC(C)C)OC1=O)=N\NC(N)=S (stereo unspecified)
→ -17%	i	u	0%	-22%	x	0%	4%	9%
CCC(Oc1ccccc1)C(=O)N1CCC(C(N)=O)CC1 (stereo unspecified)
→ 7%	i	5%	-4%	-23%[57.5 µM]	8%	-2%	-12%	-6%
COc1ccc(S(=O)(=O)N2CCC(C(=O)N3CCC(C(N)=O)CC3)CC2)cc1Cl
→ -6%	i	2%	-2%	i	9%	1%	0%	-5%
CC(C)C(NC(=O)CC12CC3CC(CC(C3)C1)C2)C(=O)O (stereo unspecified)
→ -7%	i	-19%	0%	u	x	0%	-20%	6%
CC(=O)Nc1ccc(S(=O)(=O)NNc2cccc(C)c2)cc1
→ -4%	i	-16%	-1%	-12%	23%	1%	-4%	13%
Cc1cnc(NC(=O)COc2ccc3c(c2)CCC3)s1
→ -20%	i	-2%	-8%	-14%	-7%	-2%	-10%	6%
CCOC(=O)C1(Cc2ccc(OC)cc2)CCN(C(=O)CCn2ccc(C)n2)CC1
→ -2%	i	14%	8%	i	11%	1%	1%	0%
CSc1ccccc1C(=O)NC1CCCCCC1
→ -10%	i	-6%	-1%	i	3%	-3%	-19%	-24%
CC(=O)c1ccc(S(=O)(=O)Nc2c(C)nn(C)c2C)cc1
→ 0%	i	-3%	0%	-1%	0%	2%	-9%	-6%
Cc1cc(NC(=O)CCC(=O)NNC(=O)c2ccc(C(C)(C)C)cc2)no1
→ 12%	i	-9%	0%	-8%	4%	1%	-18%	10%
Cc1ccc(C)c2c1cc(C)c1nnc(SCC(=O)N3CCCc4ccccc43)n12
→ 10%	i	11%	0%	i	x	5%	11%	-8%
CC(=O)c1cccc(Nc2cc(C)nc3nc(Cc4ccccc4)nn23)c1
→ -4%	x	6%	x	i	28%	x	14%	-10%
CCOC(=O)c1c(S(=O)(=O)NCCc2ccccc2)c(C)n(C)c1C
→ -6%	i	-5%	-2%	-10%	3%	4%	9%	x
CC(C)NC(=O)c1ccc(CN2CCC(Cc3ccccc3)CC2)cc1
→ 4%	i	8%	5%	i	6%	0%	-6%	7%
C/C(N)=C(/C#N)C(=O)COC(=O)CCSc1ccccc1Cl
→ -4%	i	8%	3%	i	17%	-2%	21%	10%
CN(C)c1ccc(CNC(=O)C2CCN(S(=O)(=O)c3cn(C)cn3)CC2)cc1
→ -4%	x	12%	x	i	-16%	x	1%	-16%
